14-3-3 PPI: 14-3-3 gamma protein interaction modulation. P61981. FP, 14-3-3gamma / TMR-pS259-Raf peptide binding. inhibition, % at 40 µM. 160,000 tested, 0.19% active; in the data active = inhibition above about 30%;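 also: 0% = protein plus tracer without compound and 100% = blank with tracer alone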
Target sequence (P61981 whole entry, looked up): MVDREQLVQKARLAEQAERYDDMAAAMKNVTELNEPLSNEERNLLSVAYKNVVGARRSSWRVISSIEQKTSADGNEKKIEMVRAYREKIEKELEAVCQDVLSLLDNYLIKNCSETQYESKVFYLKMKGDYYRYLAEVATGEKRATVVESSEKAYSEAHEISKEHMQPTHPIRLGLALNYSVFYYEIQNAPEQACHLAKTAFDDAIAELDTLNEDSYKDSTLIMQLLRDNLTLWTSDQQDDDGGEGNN
* = called active by the depositor; & = joins results of further samples.

nr | compound | 14-3-3 PPI
1 | O=C(CCCCCn1c(=S)[nH]c2cc3c(cc2c1=O)OCO3)N1CCN(C2CCCCC2)CC1 | 3.4
2 | CCOc1ccc(Cn2c(O)cc(=O)[nH]c2=O)cc1 | -13.2
3 | C=CCOC(=O)C1=C(C)NC(SCC(=O)N(CC)CC)=C(C#N)C1c1ccccc1 (centres undefined) | 8.2
4 | Cc1cccc(NC(=O)c2sc3nc(C)nc(N4CCOCC4)c3c2C)c1 | -7.3
5 | CCCSc1nnc2c(n1)OC(C=Cc1ccco1)Nc1ccccc1-2 (centres undefined) | -18.2
6 | CCCNS(=O)(=O)c1ccc(CCC(=O)NCc2ccc3c(c2)OCO3)cc1 | -5.9
7 | CCOC(=O)C1=C(C)NC(=S)NC1c1ccc(N(C)C)cc1 (centres undefined) | 0.3
8 | CCOC(=O)c1cc2c(=O)n3ccccc3nc2n(C)c1=NC(=O)c1cccc(Br)c1 | -9.0
9 | O=C(NCc1ccccc1Cl)c1ccco1 | -0.5
10 | Nc1nc(SCc2ccccc2)ns1 | -5.8
11 | Cc1cccc(N=c2c([N+](=O)[O-])nn(-c3ccccc3C)n2O)c1 | 3.8
12 | O=S(=O)(NCCN1CCCC1)c1cccc2cccnc12 | 4.2
13 | CCc1ccc(S(=O)(=O)NCc2cn3ccccc3n2)s1 | -2.7
14 | COCCOC(=O)C1=C(C)NC2=C(C(=O)CC(c3ccc(OC)c(OC)c3)C2)C1c1ccccc1F (centres undefined) | -6.8
15 | COc1ccc(-c2noc(-c3ccc(Br)cc3)n2)cc1OC | -4.0
16 | CC(=O)N1CCc2cc(S(=O)(=O)N(c3cccnc3)S(=O)(=O)c3ccc4c(c3)CCN4C(C)=O)ccc21 | -22.9
17 | Cc1ccc(NC(=O)CCN2C(=O)c3ccncc3C2=O)cc1 | -8.1&-1.3
18 | CC(C)(C)C(=O)Cn1c(=O)n(-c2cccc(C(F)(F)F)c2)c(=O)c2sccc21 | 5.5
19 | COc1ccccc1-c1coc2cc(OCc3ccc(C)cc3)ccc2c1=O | -23.6
20 | Cc1c(C(=O)N2CC(C)CC(C)C2)sc2ncn(CC(=O)N3CCCCC3)c(=O)c12 (centres undefined) | -2.1
21 | CN=C1SC(CC(=O)Nc2cccc(C(F)(F)F)c2)C(=O)N1C (centres undefined) | -2.5
22 | Cc1csc2nc(CNC(=O)CCC(=O)O)cn12 | -2.6
23 | CC(C)c1ccc(NC(=O)C(Cc2ccccc2)NS(=O)(=O)c2cccs2)cc1 (centres undefined) | -8.8
24 | O=C(CSc1nnc(CN2C(=O)c3cccc4cccc(c34)C2=O)n1-c1ccccc1)NCc1ccco1 | -7.8
25 | N#Cc1ccc2ccn(CC(=O)NC3CCCCCC3)c2c1 | -2.6
26 | NC(=O)C1CCN(C(=O)c2ccc3c(=O)n(-c4ccccc4)c(SCCC(=O)O)nc3c2)CC1 | -0.8
27 | CCC(Sc1nc2c(c(=O)n1CC)SC(C)C2)C(=O)OC (centres undefined) | 1.6
28 | Cc1cc(C)c(C#N)c(SCC(=O)Nc2ccc(S(=O)(=O)Nc3nccs3)cc2)n1 | -14.3
29 | COc1cc2cc(C(c3nnnn3C3CCCC3)N3CCc4ccccc43)c(=O)[nH]c2cc1OC (centres undefined) | 4.2
30 | CCC(C)N(CC(=O)NCc1ccc(OC)cc1)C(=O)c1csnn1 (centres undefined) | -3.2

A portion from further up, for reference:
nr | compound | 14-3-3 PPI
25 | N#Cc1ccc2ccn(CC(=O)NC3CCCCCC3)c2c1 | -2.6
26 | NC(=O)C1CCN(C(=O)c2ccc3c(=O)n(-c4ccccc4)c(SCCC(=O)O)nc3c2)CC1 | -0.8
27 | CCC(Sc1nc2c(c(=O)n1CC)SC(C)C2)C(=O)OC (centres undefined) | 1.6
28 | Cc1cc(C)c(C#N)c(SCC(=O)Nc2ccc(S(=O)(=O)Nc3nccs3)cc2)n1 | -14.3
29 | COc1cc2cc(C(c3nnnn3C3CCCC3)N3CCc4ccccc43)c(=O)[nH]c2cc1OC (centres undefined) | 4.2
30 | CCC(C)N(CC(=O)NCc1ccc(OC)cc1)C(=O)c1csnn1 (centres undefined) | -3.2

Continued:
nr | compound | 14-3-3 PPI
31 | CCOCCCNC(=O)c1c[nH]n2c(=O)cc(C)nc12 | 1.3
32 | O=S(=O)(NCc1ccco1)c1cccc(S(=O)(=O)N2CCOCC2)c1 | -5.6
33 | COc1cccc(OCC(=O)N(Cc2nc(-c3ccc(Cl)cc3)no2)C(C)C)c1 | 4.6
34 | COc1ccc(S(=O)(=O)N(CC(=O)N2CCCC2)Cc2ccccc2)cc1 | 1.0
35 | CCOC(=O)CCCNS(=O)(=O)c1c(C)ccc2nsnc12 | -3.9
36 | Cn1cnc([N+](=O)[O-])c1Oc1ccccc1 | -3.4
37 | O=C(COC(=O)C1CCN(S(=O)(=O)c2cccc3cccnc23)CC1)c1cccc([N+](=O)[O-])c1 | -5.2
38 | Cc1ccc(S(=O)(=O)N(c2ccccc2)C2CCS(=O)(=O)C2)cc1 (centres undefined) | -5.2
39 | Cc1cccc(C)c1NC(=O)C(c1ccccc1)N(C)C(=O)c1cnccn1 (centres undefined) | -18.5
40 | COc1ccc(C2Nc3c(C)ccc(C)c3C3C=CCC32)cc1[N+](=O)[O-] (centres undefined) | -118.3
41 | C(#Cc1ccc(C#CCN2CCOCC2)cc1)CN1CCOCC1 | -7.8&-5.3
42 | O=C(Cn1cnc([N+](=O)[O-])n1)NCc1ccc(Cl)cc1 | -3.4
43 | O=C1C(Cl)=C(Nc2ccccc2O)C(=O)N1c1ccc(Br)cc1 | -96.3
44 | Clc1ccccc1COc1ccc(Nc2ncnc3ccccc23)cc1 | -13.7
45 | Cc1cccc(OCC(=O)N2CCN(C(=O)c3cccs3)CC2)c1 | -6.1
46 | Cc1cccc(C)c1-n1nnnc1CN(Cc1ccccc1)Cc1ccccc1 | 9.3
47 | CCOC(=O)c1c(NC(=O)CCOc2ccccc2)sc2c1CCC(C)C2 (centres undefined) | -3.9
48 | CN(C)S(=O)(=O)c1ccc(Oc2ccc(S(=O)(=O)N(C)C)cc2)cc1 | -7.4
49 | CCOC(=O)CSc1nc2c(cnn2-c2ccccc2)c(=O)[nH]1 | -2.1
50 | CCC(C)SCc1nc2ccccc2[nH]1 (centres undefined) | 0.9
51 | O=C(c1ccccc1)N1CCN(c2nc(-c3ccc([N+](=O)[O-])cc3)cs2)CC1 | -12.5
52 | CCC1Sc2ccccc2N(CC(=O)NCCc2ccc(OC)c(OC)c2)C1=O (centres undefined) | -4.6
53 | O=C(NCC1CCCO1)c1cc(-c2cccs2)nc2ccccc12 (centres undefined) | -7.3
54 | CCOC(=O)Nc1cccc(OCC(=O)Nc2ccccc2OC)c1 | -4.7
55 | CCOC(=O)c1cc([N+](=O)[O-])sc1NC(=O)c1ccc(S(=O)(=O)N2CC(C)OC(C)C2)cc1 (centres undefined) | -186.6
56 | CCOCCCN(C(=O)CNC(=O)c1ccco1)C(C(=O)NC1CCCC1)c1ccccc1C (centres undefined) | -1.4
57 | COC(=O)c1ccc2c(=O)n(CCC(C)C)c(=S)[nH]c2c1 | -5.8
58 | CS(=O)(=O)N(CC(=O)NC1CC2CCC1C2)c1cccc(C(F)(F)F)c1 (centres undefined) | -2.9
59 | Cc1ccc(-c2nc3ccccc3nc2N2CCCCC2)cc1 | 2.2
60 | COC(=O)C1=C(C)NC2=C(C(=O)CC(c3ccccc3)C2)C1c1ccc(C)cc1 (centres undefined) | -1.4

Quoted at random: five entries already listed.
nr | compound | 14-3-3 PPI
59 | Cc1ccc(-c2nc3ccccc3nc2N2CCCCC2)cc1 | 2.2
34 | COc1ccc(S(=O)(=O)N(CC(=O)N2CCCC2)Cc2ccccc2)cc1 | 1.0
42 | O=C(Cn1cnc([N+](=O)[O-])n1)NCc1ccc(Cl)cc1 | -3.4
46 | Cc1cccc(C)c1-n1nnnc1CN(Cc1ccccc1)Cc1ccccc1 | 9.3
51 | O=C(c1ccccc1)N1CCN(c2nc(-c3ccc([N+](=O)[O-])cc3)cs2)CC1 | -12.5

Later entries
nr | compound | 14-3-3 PPI
61 | CC(NC(=O)c1ccccc1NC(=O)c1ccccc1F)c1ccccc1 (centres undefined) | -1.3
62 | CC(C)(C)c1ccc(C(=O)Nc2cccc(NC(=O)c3cc([N+](=O)[O-])ccc3Br)c2)cc1 | -3.3
63 | CCOc1ccc(C2CC(c3cccc(C)c3)n3ncnc3N2)cc1 (centres undefined) | 0.1
64 | COc1cccc(-n2nnc3c(=O)n(CC(=O)OCc4ccccc4)cnc32)c1 | -5.5
65 | CN1C(=O)c2ccc(N3C(=O)c4cccc([N+](=O)[O-])c4C3=O)cc2C1=O | 9.3
66 | CCCCn1c(C)c(CC(Cl)(Cl)Cl)c2c1CC(C)(C)CC2=O | -4.2
67 | CC(C)C(=O)Nc1cccc(-c2nc3ncccc3o2)c1 | -4.0
68 | COC(=O)c1ccc(=O)n(Cc2ccco2)c1 | 4.2
69 | CC1=Nc2cccc3cccc(c23)N1 | 16.0
70 | Cc1cc2n(n1)C(c1ccccc1Cl)Nc1ccccc1-2 (centres undefined) | -5.9
71 | Cc1ccc(-c2nc(S(=O)(=O)c3ccc(Cl)cc3)c(NCc3ccccc3)o2)cc1 | -6.4
72 | Cc1cc(NC(=O)c2cc(-c3ccco3)on2)no1 | -7.3
73 | CCN(CC)CCNC(=O)c1ccc(Cn2c(=S)[nH]c3ccc(Br)cc3c2=O)cc1 | -20.3
74 | CCOc1ccc(NC(=O)CSc2nccn2-c2cccc(C)c2C)cc1 | -6.6
75 | Cc1cc2nc(-c3ccc(Br)cc3)cc(C(F)(F)F)n2n1 | 1.1
76 | CCCCNC(=O)NS(=O)(=O)c1ccc(C)cc1 | -3.9&-1.4
77 | CC1CCC2(CC1)NC(=O)c1ccccc1O2 (centres undefined) | -7.5
78 | O=C(CCNS(=O)(=O)c1cccc2nsnc12)Nc1ccc(OC(F)(F)F)cc1 | -4.9
79 | CC1CC(C)CN(S(=O)(=O)N2CCCC(C(=O)NCc3ccccc3Cl)C2)C1 (centres undefined) | -2.8
80 | CCCc1[nH]nc2c1C(CCC)C(C#N)=C(N)O2 (centres undefined) | 1.1
81 | O=C(CSc1nc2ccccc2c2nc(CCc3c[nH]c4ccccc34)nn12)c1ccc(F)cc1 | -1.1
82 | CCC(C)NC(=O)c1ccc2c(c1)nc(C)n2-c1ccc(Br)cc1 (centres undefined) | -47.2
83 | CCCCN(C)S(=O)(=O)c1ccc(C(=O)Nc2nnc(-c3cccs3)o2)cc1 | -3.8&0.1
84 | Nc1ccc(CCS(N)(=O)=O)cc1 | -4.5
85 | O=C(NCCCN1CCCC1=O)c1ccc2c(=O)n(Cc3ccco3)c(=S)[nH]c2c1 | 0.2&7.3
86 | CC(C)(C)C1CCc2c(sc3nc(SCC(N)=O)nc(N)c23)C1 (centres undefined) | -8.7
87 | CC1=NN(C(=O)c2cc(C(C)C)cc(C(C)C)c2O)C(O)(C(F)(F)F)C1 (centres undefined) | 3.5
88 | CN(C)CCCNC(=O)c1ccc2[nH]c3ccccc3c2c1 | -11.4
89 | COc1ccccc1NC(=O)CN1CCN(CC(=O)Nc2ccc(F)cc2)CC1 | -4.8
90 | COc1cccc(C(=O)N2CCN(Cc3ccc4c(c3)OCO4)CC2)c1OC | -2.4

More entries
nr | compound | 14-3-3 PPI
91 | COC(=O)CCC(=O)COc1ccc(OC)cc1C#N | -5.8
92 | COc1ccc(N(CC(=O)N2CCN(c3ccccc3)CC2)S(=O)(=O)c2c(C)noc2C)cc1 | 2.3
93 | CCOC(=O)C1=C(c2ccccc2)NC(=S)NC1c1ccc(OC)cc1OC (centres undefined) | 4.8
94 | COc1cc(OC)cc(C(=O)NC(C)CNc2ccc(Cl)cc2[N+](=O)[O-])c1 (centres undefined) | 2.9
95 | Cc1ccccc1Cn1c(C(C)O)nc2ccccc21 (centres undefined) | 1.4
96 | Cc1ccc(CC2CC(=O)N(c3ccc(Cl)cn3)C2=O)cc1 (centres undefined) | 3.6
97 | CC1=CC(C)(C)Nc2ccc(OC(=O)c3ccc(F)cc3)cc21 | -0.1
98 | COC(=O)c1cnc2c(C(F)(F)F)cccc2c1OC | 1.5
99 | Cc1cc(N2CCN(C)CC2)nc2ccc(NC(=O)CCC(=O)Nc3ccccc3F)cc12 | -6.5
100 | O=C(C1CCCN(S(=O)(=O)c2ccc(Cl)cc2)C1)N1CCCC2CCCCC21 (centres undefined) | -13.4
101 | Cc1ccc(CNC(=O)CN(C)S(=O)(=O)c2cccc3nsnc23)cc1 | 3.5
102 | O=C(NC1CCCCC1)N(Cc1nc2ccccc2c(=O)[nH]1)C1CCCC1 | -37.5
103 | CC(=O)n1cc(Nc2ccccc2C(=O)O)c2ccccc21 | 4.2
104 | Cc1[nH]c(=O)c(C#N)cc1-c1ccncc1 | -3.4
105 | CC1OC(Nc2ccc(C(=O)O)c([N+](=O)[O-])c2)C(O)C(O)C1O (centres undefined) | -7.5
106 | O=C(Oc1ccc(OC(=O)c2cccnc2)c(Cl)c1)c1cccnc1 | -21.3
107 | O=C(O)COc1ccc(N2C(=O)C(=O)/C(=C(/O)c3ccc(Cl)cc3)C2c2cccc(F)c2)cc1 (centres undefined) | -5.0
108 | COc1ccc(-c2nc(-c3ccccc3)c(-c3ccc([N+](=O)[O-])cc3)[nH]2)cc1 | -38.5
109 | CC1CCN(C(=O)CSc2nnc(-c3c[nH]c4ccccc34)n2C)CC1 | -8.1
110 | CCOc1ccc(NC(=O)c2ccncc2)cc1 | -4.8
111 | CCOc1ccc(C(=O)N2CCCN(C(=O)c3ccc(OCC)cc3)CC2)cc1 | 5.5
112 | CCn1cc(SCC(=O)NCc2ccc3c(c2)OCO3)c2ccccc21 | -0.1
113 | Cc1cc(NS(=O)(=O)c2ccc(NC(=O)c3cc4ccccc4o3)cc2)nc(C)n1 | -5.6
114 | CCOC(=O)c1c(C)n(-c2ccccc2)c2ccc(OC(=O)c3cccc(OC)c3OC)cc12 | 0.6
115 | O=c1c(-c2ccc(Br)cc2)coc2cc(O)ccc12 | -9.9
116 | CCOc1ccc(-n2sc3c(c2=S)-c2ccccc2N(CC)C3(C)C)cc1 | 3.9
117 | CC(C)C(=O)Nc1nnc(Cc2ccccc2)s1 | -11.4
118 | COc1ccc(-c2cc(C(F)(F)F)c(C#N)c(SCCCn3c(=O)[nH]c4ccccc43)n2)cc1 | 8.2
119 | CCOC(=O)C1CCN(CC(=O)c2c(C)[nH]c3cc(C)ccc23)CC1 | -11.5
120 | O=C(CCCCCn1c(=S)[nH]c2ccsc2c1=O)N1CCc2ccccc2C1 | -6.8

High-throughput results: PubChem, Emory University Molecular Libraries Screening Center

Not all compounds are listed; count on the stated rates, not on these rows.
